IL2 activator: qHTS of IL-2 Activators; IL-2 activation reporter assay, cell-based qHTS; stimulated with anti-CD3/CD4/CD28 beads; in transgenic mouse T cells; activation, % (series mostly up to about 46 µM); 360,000 tested, 0.065% active; AID 652025, 2013; in the data active means activation above about 50%; inconclusive means mostly about 30% to 49%; further: 0% is about no effect
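Using fluorescent plate cytometry, EGFP and DsRed are detected in transgenic mouse T cells stimulated 18 h at 37 degrees C with antibody-coated beads after 60 min compound pretreatment.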
HEK293 tox: qHTS of GLP-1 Receptor Inverse Agonists: Cytotox Screen | HEK293 cAMP-luciferase reporter cells, luminescence, 24 h | Potency, µM (doses to about 38.3 µM), for inactives: at the highest dose activity change, negative = inhibition, usual class: inhibitors | 410,000 tested, 0.13% active;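 further: loss of luciferase light is scored as toxicity; potency means the concentration at half of the fitted maximal effect; on the % scale 0 is the no-effect control and ±100 the full control effect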
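Here, cytotoxicity is scored as loss of luminescence. The MLSMR collection was tested on cells seeded in medium containing 10% Nu serum, with a 24 hr compound exposure preceded by 12 hours of culture.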
GLP-1R inv ag: qHTS of GLP-1 Receptor Inverse Agonists (Inhibition Mode); Glucagon-like peptide 1 receptor (Homo sapiens), P43220; HEK293 GLP-1R CRE-luciferase, luminescence, 24 h; GLP-1R form is constitutively active; Potency, µM (highest dose often 38.3 µM), for the others: at the top dose activity change, negative = inhibition, usual class: inhibitors; 410,000 tested, 1.6% active; AID 624417, 2012; further: potency means the concentration at half of the fitted maximal effect; on the % scale 0 is the no-effect control and ±100 the full control effect; nearly all actives have a fitted effect of over 55% in size
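HEK293 cells stably co-expressing constitutively active GLP-1R and a cAMP-responsive luciferase reporter were seeded in DMEM with 10% Nu serum, given compounds after 12 h, and incubated 24 h at 37 deg C. Luminescence was then read.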
PLK1 PBD inh: qHTS for Inhibitors of PLK1-PDB (polo-like kinase 1 - polo-box domain): Primary Screen; Serine/threonine-protein kinase PLK1 (Homo sapiens), P53350; Plk1 PBD binding of FITC phosphopeptide, fluorescence polarization; Potency, µM, without a hit: max response, negative = inhibition, actives largely listed as inhibitors; 360,000 tested, 2.8% active; AID 720504, 2013; further: potency means the concentration at half of the fitted maximal effect; series mostly up to about 57 µM; on the % scale 0 is the no-effect control and ±100 the full control effect; nearly all actives have a fitted effect of over 65% in size
PTHR1 ag: qHTS for PTHR1 Agonists: Primary Screen. Parathyroid hormone/parathyroid hormone-related peptide receptor (Homo sapiens), Q03431. HEK293 GP2 PTHR1 cells, GloSensor cAMP luminescence, 1 h. Potency, µM (series often up to 115 µM), for inactives: at the top dose activation, usual class: activators. 410,000 tested, 0.075% active; further: potency means the concentration at half of the fitted maximal effect; nearly all actives have a fitted effect of over 55% in size; some results filed as inactive show a strong effect at the top dose; inactives centre near -15; many of its hits are not listed in these tables
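HEK-293-derived GP2 cells expressing PTHR1 and a GloSensor cAMP reporter, 3,000/well, plated overnight, given luciferin plus IBMX (each 0.5 mM as added) for 1 h at 37 °C, then compound for 1 h at 37 °C. Luminescence was read after 15 min at room temperature.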
EPAC1 antag: qHTS for Antagonist of cAMP-regulated guanine nucleotide exchange factor 3 (EPAC1): primary screen. Rap guanine nucleotide exchange factor 3 (Homo sapiens), O95398. EPAC1 GEF assay, Rap1b-BODIPY-GDP exchange fluorescence. Potency, µM (top dose mostly 115 µM), for inactives: at the highest dose activity change, negative = inhibition, hits mostly inhibitors. 360,000 tested, 0.14% active. AID 720709, 2013;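 further: potency means the concentration at half of the fitted maximal effect; plate controls were vehicle for no effect and positive control for full effect; nearly all actives have a fitted effect of over 50% in size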
Target sequence (O95398 whole entry, looked up): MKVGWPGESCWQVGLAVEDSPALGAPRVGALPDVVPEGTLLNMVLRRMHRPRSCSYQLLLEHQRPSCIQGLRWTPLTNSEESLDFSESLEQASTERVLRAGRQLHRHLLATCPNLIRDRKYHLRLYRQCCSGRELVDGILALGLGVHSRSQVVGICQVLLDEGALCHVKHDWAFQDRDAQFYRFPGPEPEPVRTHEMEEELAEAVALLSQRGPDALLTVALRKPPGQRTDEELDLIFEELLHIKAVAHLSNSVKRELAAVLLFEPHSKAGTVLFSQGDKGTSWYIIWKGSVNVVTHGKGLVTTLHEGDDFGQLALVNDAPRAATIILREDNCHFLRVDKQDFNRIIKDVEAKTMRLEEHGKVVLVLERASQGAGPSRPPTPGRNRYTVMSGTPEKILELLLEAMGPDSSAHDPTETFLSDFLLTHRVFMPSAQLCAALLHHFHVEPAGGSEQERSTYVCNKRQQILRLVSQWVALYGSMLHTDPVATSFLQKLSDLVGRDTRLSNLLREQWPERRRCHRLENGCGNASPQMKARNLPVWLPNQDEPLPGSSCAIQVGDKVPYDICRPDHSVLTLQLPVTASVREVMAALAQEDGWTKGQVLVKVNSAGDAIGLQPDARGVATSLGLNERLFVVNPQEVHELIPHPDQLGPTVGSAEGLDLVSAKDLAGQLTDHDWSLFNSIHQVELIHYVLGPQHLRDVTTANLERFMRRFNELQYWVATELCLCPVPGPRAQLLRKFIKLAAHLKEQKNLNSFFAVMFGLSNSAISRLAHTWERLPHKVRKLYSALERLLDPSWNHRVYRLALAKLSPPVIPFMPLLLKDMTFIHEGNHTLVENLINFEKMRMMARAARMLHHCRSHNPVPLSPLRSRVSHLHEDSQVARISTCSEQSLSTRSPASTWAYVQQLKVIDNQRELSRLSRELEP
EPAC1 agonist: qHTS for Agonist of cAMP-regulated guanine nucleotide exchange factor 3 (EPAC1): primary screen | Rap guanine nucleotide exchange factor 3 (Homo sapiens), O95398 | EPAC1 agonist qHTS, biochemical assay; response scale: 100% = response to 6.5 mM cAMP | Potency, µM (doses to about 154 µM), inactives show at the highest dose activation, actives largely listed as activators | 360,000 tested, 0.073% active; further: potency means the concentration at half of the fitted maximal effect; nearly all actives have a fitted effect of over 60% in size
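Read-out is the fluorescence drop as BODIPY-GDP leaves Rap1B (480 nm excitation, 540 nm emission), recorded every 5 minutes over 30 minutes. Reactions held 100 nM EPAC1, 250 nM Rap1B–BODIPY-GDP and 50 uM GDP, with 6.5 mM cAMP setting full activation.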
GLP-1R agonist: qHTS of GLP-1 Receptor Agonists; Glucagon-like peptide 1 receptor (Homo sapiens), P43220; HEK293 GLP-1R CRE-luciferase, luminescence, 4-6 h; cells express a hypersensitive GLP-1R form; Potency, µM (highest dose often 45.6 µM), for inactives: top-dose activation, most hits filed as activators; 380,000 tested, 0.007% active; AID 624172, 2012; further: potency means the concentration at half of the fitted maximal effect; % of control where 0% means no effect
PI5P4Ka inh: qHTS for Inhibitors of phosphatidylinositol 5-phosphate 4-kinase (PI5P4K) | 330,000 tested, 1.2% active | max response, % | Phosphatidylinositol 5-phosphate 4-kinase type-2 alpha (Homo sapiens), P48426 | PI5P4Kalpha enzyme, ADP-Glo luminescence, 60 min; active compounds read low; active means max response of -50% or lower; inconclusive means between -30% and -50%; inactive means -30% or higher; further: value at the top dose of about 77 µM; on the % scale 0 is the no-effect control and ±100 the full control effect
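Human PI5P4Kalpha with substrate in 0.038 M HEPES pH 7.4, 0.28 mM EGTA, 0.1% CHAPS, 5% DMSO; reaction started with 5 microM ATP (final), 60 min at room temperature. ADP formed read by ADP-Glo luminescence.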
* marks the source's active call; other numbers are inactive results; i = inactive; u = inconclusive; x = no result given; [ ] = remark or other dose. Unless noted, the call rests on the fitted dose curve; in most records, active means well fitted curve in the direction sought with a large enough effect; inconclusive means small, poorly fitted or top-dose-only effect, or another doubt; inactive means no such curve, though single readings can be large; an effect the other way counts as inactive or inconclusive. Some of the compounds tested; count on the stated rates, not on these rows.

SMILES	IL2 activator	HEK293 tox	GLP-1R inv ag	PLK1 PBD inh	PTHR1 ag	EPAC1 antag	EPAC1 agonist	GLP-1R agonist	PI5P4Ka inh
CSc1cccc(NC(=O)COc2cccc3ccccc23)c1	-0.9	5%	11%	-6%	-7%[57.5 µM]	-1%	-11%	3%	x
O=C(CN(C(=O)CNC(=O)c1cccs1)c1ccccc1F)NC1CCCC1	0.5	-3%	-5%	-3%	-15%	3%	0%	1%	5
O=C(Cc1ccccc1[N+](=O)[O-])NCc1ccccc1Cl	-0.4	-10%	u	-9%	-6%[57.5 µM]	-10%	4%	-17%	x
COc1ccc(CNC(=O)C(=O)NCC2CCCN2S(=O)(=O)c2cccs2)cc1 (configuration not stated)	-4.6	17%	33%	-6%	-44%[inhibitor]	-7%	-1%	-4%	-5
COc1ccc(OC)c2[nH]c(=O)c(CCNC(=O)c3ccc(Br)o3)cc12	-2.5	9%	15%	-8%	i	2%	6%	8%	x
COc1ccccc1N1CCN(C2CCCN(C(=O)CN3CCCCC3=O)C2)CC1 (configuration not stated)	-1.9	4%	-8%	0%	8%	-10%	3%	4%	1
Nc1cccc2[nH]c(=O)c3ccccc3c12	-0.6	3%	3%	-1%	i	-1%	-2%	3%	-24
Nc1cc(Cl)nnc1Cl	-0.1	5%	6%	2%	i	13%	-2%	3%	-3
O=C(COC(=O)c1ccccc1NC(=O)c1ccccc1)c1ccc([N+](=O)[O-])cc1	1.0	-10%	12%	-5%	-10%[57.5 µM]	5%	-3%	-2%	6
CN(CC(=O)Nc1ccc(C#N)cc1)Cc1ccc(Cl)cc1	-0.2	8%	u	-11%	-55%[inhibitor]	-8%	14%	20%	x

Structural class: the compounds so far with an aryl methoxy group
SMILES	IL2 activator	HEK293 tox	GLP-1R inv ag	PLK1 PBD inh	PTHR1 ag	EPAC1 antag	EPAC1 agonist	GLP-1R agonist	PI5P4Ka inh
COc1ccc(CNC(=O)C(=O)NCC2CCCN2S(=O)(=O)c2cccs2)cc1 (configuration not stated)	-4.6	17%	33%	-6%	-44%[inhibitor]	-7%	-1%	-4%	-5
COc1ccc(OC)c2[nH]c(=O)c(CCNC(=O)c3ccc(Br)o3)cc12	-2.5	9%	15%	-8%	i	2%	6%	8%	x
COc1ccccc1N1CCN(C2CCCN(C(=O)CN3CCCCC3=O)C2)CC1 (configuration not stated)	-1.9	4%	-8%	0%	8%	-10%	3%	4%	1

More structures
SMILES	IL2 activator	HEK293 tox	GLP-1R inv ag	PLK1 PBD inh	PTHR1 ag	EPAC1 antag	EPAC1 agonist	GLP-1R agonist	PI5P4Ka inh
CCC1CCCCN1CCCNC(=O)CNC(=O)c1nn(-c2ccc(OC)c(Cl)c2)c(=O)c2ccccc12 (configuration not stated)	-0.3	u	u	1%	i	6%	-5%	9%	-2
Cc1nnc(N/N=C/C2CC=CCC2)[nH]c1=O (configuration not stated)	2.0	-9%	-15%	-5%	i	7%	5%	4%	-3
O=C(NCc1ccccn1)C(=O)Nc1cccc2ccccc12	-1.2	-4%	17%	-3%	-1%	3%	0%	28%	-1
Cc1ccc(S(=O)(=O)NCCC(=O)NCCCSc2ccccc2)cc1	-0.9	2%	u	-13%	-93%[inhibitor]	-11%	-8%	-4%	1
CC(C)[C@H](NC(=O)N1CCn2c1nc1ccccc12)C(=O)NCc1ccc2c(c1)OCO2	-2.2	-10%	u	-1%	-2%	10%	-8%	4%	0
O=C(O)CCCC(=O)N1CCCC1	2.8	9%	-4%	-15%	-43%[inhibitor]	-17%	6%	1%	-2
Cc1cccc(OCc2nc(-c3ccc(-n4cccc4)cc3)no2)c1	-1.6	3%	-30%	-3%	-16%	-13%	6%	0%	0
CN1C(=O)C2(c3ccccc31)N(c1ccc(F)c(Cl)c1)C(=O)CS2(=O)=O (configuration not stated)	x	-14%	-28%	x	i	x	x	-1%	x
CN1OC[C@@H]2CN(Cc3ccccc3)[C@H](c3cccc(-c4ccccc4)c3)C[C@@H]21	-3.2	-18%	u	-9%	-29%	-3%	-6%	1%	19
CCCC(=O)Nc1sc(C(=O)Nc2cccc(N)c2)c(C)c1C(=O)OC	-0.2	-11%	u	-1%	i	0%	11%	2%	-6
O=C(c1ccco1)N1CCN(c2cccc(Cl)c2)CC1	0.6	1%	1%	2%	-5%[57.5 µM]	2%	6%	-2%	x
CC(C)(C)c1ccc(-c2nnc(-c3ccccc3NC(=O)c3ccc(F)cc3F)o2)cc1	x	6%	1%	x	23%	x	x	2%	x
CCc1c(O)nc(N2CCN(Cc3ccccc3)CC2)[nH]c1=O	0.0	-2%	8%	-5%	i	8%	0%	-4%	x
CCOC(=O)C1CCCCN1S(=O)(=O)c1ccc2c(c1)CC(C)N2C(=O)C1CCC1 (configuration not stated)	0.7	4%	u	2%	-29%	-16%	-3%	29%	0
CCS(=O)(=O)N1Cc2ccccc2CC1C(=O)Nc1nnc(SCc2c(Cl)cccc2Cl)s1 (configuration not stated)	-4.1	6%	-42%	-10%	-5%	0%	8%	0%	-16
Cc1nc2ccc(NC(=O)CS(=O)(=O)c3ccc(F)cc3)cc2s1	-0.6	-2%	2%	-15%	-4%	8%	11%	8%	3
COC(=O)c1cc(OC)c(OC)cc1NC(=S)Nc1cccc(C(C)=O)c1	-0.5	13%	60%[activator]	-20%	i	10%	3%	0%	7
COc1ccc(CNC(=O)CN2C(=O)NC3(CCCCCC3)C2=O)cc1	-6.1	-11%	4%	1%	i	7%	-3%	0%	11
COc1ccccc1N(C)S(=O)(=O)c1ccc(C(=O)OCC(=O)NCCC2=CCCCC2)cc1	0.0	-4%	-19%	0%	i	-16%	-3%	0%	-1
CCCS(=O)(=O)N1CCN(C(=O)c2cccs2)CC1	-3.5	3%	0%	-4%	-11%[57.5 µM]	-7%	-5%	-6%	x
Cc1ccc2c(c1)N(CCC(=O)NCc1cccs1)C(=O)C(C)O2 (configuration not stated)	1.7	-9%	0%	-1%	i	-9%	4%	-4%	9
O=C1CC(c2nc3ccccc3[nH]2)CN1Cc1ccccc1 (configuration not stated)	-1.8	6%	8%	0%	1%	5%	-20%	2%	-1
COc1cc2sc3cc(NCc4ccc5c(c4)OCO5)ccc3c(=O)c2cc1OC	-0.4	-26%	58%[activator]	-9%	i	10%	17%	22%	1
COc1ccc(N(C(=O)Cn2nnc3ccccc32)C2(C(=O)NC3CCCC3)CCCCC2)cc1	-0.2	u	-14%	-3%	i	-10%	11%	1%	x
C=CCNC(=O)c1onc(CSc2cc(C)cc(C)c2)c1C(=O)NCC=C	0.5	-55%	-78%	-7%	-4%	-9%	1%	8%	8
CC(C)CC(OC(=O)CC1Sc2ccccc2NC1=O)C(=O)NC1CCCC1 (configuration not stated)	-0.7	11%	u	-14%	-12%	16%	-4%	1%	2
O=C(NCc1cccnc1)c1cc(C2CCCN(S(=O)(=O)c3cccs3)C2)on1 (configuration not stated)	-0.5	1%	21%	-17%	-6%	0%	-3%	9%	0
COCc1cc(C)n(CC(=O)Nc2cc(C)cc(C)c2)c(=O)c1C#N	-2.7	-14%	-7%	-16%	-6%	8%	6%	-4%	-2
CC(Nc1n[nH]c(=S)[nH]c1=O)C(=O)OCc1ccccc1 (configuration not stated)	-0.6	5%	18%	u	0%[57.5 µM]	19%	9%	1%	x
COc1ccc(CNC(=O)CSc2nc(C)cs2)cc1	2.1	11%	40%[activator]	-11%	-5%	-5%	-2%	5%	-5
CCn1nc(C(=O)NCC(c2cccs2)N2CCOCC2)c2ccccc2c1=O (configuration not stated)	-1.3	-4%	24%	-8%	i	-17%	-5%	0%	5
CC(C)(C)S(=O)(=O)N1Cc2ccc(CO)cc2[C@H]1CCO	-0.4	-7%	10%	-16%	23%	4%	-6%	0%	0
O=[N+]([O-])c1ccc(NN=Cc2ccc(O)cc2)nc1	-0.5	-17%	u	-17%	-21%	19%	1%	3%	3
CCOc1cc(/C=N/NC(=O)c2cccnc2)ccc1OCc1ccc(C(=O)OC)o1	-0.2	9%	7%	3%	-13%	-2%	17%	18%	11
Cc1ccc2nc(-c3ccccn3)cc(C(=O)N3CCN(c4ncccn4)CC3)c2c1	0.1	-10%	-1%	-1%	i	-7%	0%	16%	8
CCOC(=O)c1ccc(S(=O)(=O)N2CCN(C(=O)c3ccccn3)CC2)cc1	0.8	-21%	-15%	1%	-56%[inhibitor]	-14%	12%	6%	-1
CC(=O)Nc1nnc(-c2ccc3c(c2)CCCC3)o1	0.9	u	u	0%	-24%	12%	-10%	-5%	-3
Cc1c(C)c2c(OCC(=O)Nc3cccnc3)cc3c(c2oc1=O)CCC(C)(C)O3	0.2	-4%	-4%	0%	-25%	-1%	-6%	6%	-2
O=C(COc1ccccc1Cl)N1N=C(c2cccs2)CC1c1ccco1 (configuration not stated)	-0.7	0%	u	-16%	-33%[inhibitor]	-24%	8%	0%	-21
COc1ccc(C(CNC(=O)c2cc3c(s2)CCC(C)C3)N2CCOCC2)cc1 (configuration not stated)	0.3	5%	u	-13%	-17%	-18%	2%	0%	3
Cc1ccc(F)cc1C(=O)N1CCC1(C)C(=O)O (configuration not stated)	-0.4	2%	22%	-5%	-18%	-5%	-6%	-1%	-14

Assay outcomes deposited in PubChem BioAssay by National Center for Advancing Translational Sciences (NCATS).
